M4 PAM = human M4 muscarinic receptor positive allosteric modulators, primary screen, CHO-K1 cells, Fluo-8 calcium fluorescence; Muscarinic acetylcholine receptor M4 (Homo sapiens), P08173; CHO-K1 hM4/Gqi5, ACh EC20; 0% = ACh EC20, 100% = maximal ACh; activation, % at 3 µM; actives 0.4% (n = 360,000); AID 624126, 2012;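 active = activation above its plate's cutoff, the mean activation of sample wells plus 3 SD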; note: some results filed as inactive read as strong as hits
GalR3 antagonist = GalR3 antagonists in HEK293 cells, primary screen, cell-based, fluorescence readout. Galanin receptor type 3 (Homo sapiens), O60755. HEK293 GalR3-CNG cAMP membrane potential fluorescence; galR3 body fused to GalR1 C-terminus. inhibition, % at 3 µM. actives 0.44% (n = 360,000);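 active = inhibition above the screen-wide average plus 3 SD, cut at about 13% in these data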;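 note: forskolin and galanin both at EC90 stimulate the cells; cAMP rise reported by CNG channel membrane potential dye signal; 0% = forskolin plus galanin with DMSO and 100% = forskolin alone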
MEKK3 PB1 HTS = modulators of MEKK3-MEK5 PB1 binding, primary screen, biochemical, wildtype MEKK3, multiplex bead flow cytometry, Alexa488-MEK5 | Mitogen-activated protein kinase kinase kinase 3 (Homo sapiens), Q99759 | actives 1.4% (n = 290,000) | binding response (% of control), % at 10 µM | AID 1529, 2009 | bead-based flow cytometry, Alexa488-MEK5 binding to MEKK3; actives lie on both sides; 0 = blocked by unlabeled MEK5, 100 = vehicle;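 active = binding response more than 3 SD above or below the average of its plate-row segment, actives on both sides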;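 note: Alexa488 bead fluorescence after subtracting the streptavidin-only scavenger bead signal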
PHOSPHO1 inh = PubChem AID 1565. recombinant PHOSPHO1, absorbance phosphatase assay. inhibition, % at 13.3 µM. actives 1.1% (n = 290,000); in the data active = inhibition above about 60%
IDE cell activ = human IDE activators in live cells, primary screen, fluorescence polarization, HEK cells, FAbeta-B substrate. actives 0.073% (n = 340,000). Insulin-degrading enzyme (Homo sapiens), P14735. FAbeta-B cleavage; 0% vehicle, 100% cell-free pure enzyme wells. activation, % at 5.96 µM;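 active = activation above the mean of all tested compounds plus 3 SD, set per screening campaign, cut at about 17% in these data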
Target sequence (P14735 whole entry, looked up): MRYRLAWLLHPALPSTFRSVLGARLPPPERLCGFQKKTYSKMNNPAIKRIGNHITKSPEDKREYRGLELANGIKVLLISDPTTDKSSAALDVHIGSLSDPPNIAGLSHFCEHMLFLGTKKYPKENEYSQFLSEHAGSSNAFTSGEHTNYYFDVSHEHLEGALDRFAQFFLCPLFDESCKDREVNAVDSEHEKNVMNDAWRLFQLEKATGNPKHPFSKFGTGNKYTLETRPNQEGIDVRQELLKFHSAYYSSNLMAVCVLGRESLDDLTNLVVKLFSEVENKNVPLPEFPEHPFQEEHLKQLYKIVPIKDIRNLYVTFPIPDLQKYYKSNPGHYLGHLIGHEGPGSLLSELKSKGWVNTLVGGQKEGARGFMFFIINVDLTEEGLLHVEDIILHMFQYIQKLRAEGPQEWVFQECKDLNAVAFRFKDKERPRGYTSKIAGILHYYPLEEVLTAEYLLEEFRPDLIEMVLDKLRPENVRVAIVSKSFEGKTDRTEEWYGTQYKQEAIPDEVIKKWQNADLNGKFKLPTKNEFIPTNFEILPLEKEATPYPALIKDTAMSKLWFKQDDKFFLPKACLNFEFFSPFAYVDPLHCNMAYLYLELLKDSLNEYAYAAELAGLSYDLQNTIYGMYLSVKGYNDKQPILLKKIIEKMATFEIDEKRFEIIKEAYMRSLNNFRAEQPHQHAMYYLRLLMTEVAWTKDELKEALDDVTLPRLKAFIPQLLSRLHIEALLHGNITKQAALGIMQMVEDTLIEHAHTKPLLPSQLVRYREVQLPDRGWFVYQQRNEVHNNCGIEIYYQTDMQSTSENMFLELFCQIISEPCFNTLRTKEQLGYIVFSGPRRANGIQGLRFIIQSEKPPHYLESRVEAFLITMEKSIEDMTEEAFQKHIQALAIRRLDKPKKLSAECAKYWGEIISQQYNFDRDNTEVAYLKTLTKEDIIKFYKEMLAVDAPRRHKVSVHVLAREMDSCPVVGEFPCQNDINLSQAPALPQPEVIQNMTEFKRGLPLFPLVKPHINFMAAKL
pCIP destab = p/CIP-EGFP fusion destabilizers, primary screen, fluorescence, F442A cells. decrease of EGFP signal, % at 10 µM. actives 0.01% (n = 290,000). 16 h. Q05BA5;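 active = EGFP signal decrease of at least 30% at 10 µM or well 3 SD below plate mean, unless failing retest; inactive = the rest, including hits failing retest or dose response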; note: some compounds called inactive have numbers as strong as hits; many of its hits are not listed in these tables
CRFR2-BP ag = agonists of CRF-BP/CRF-R2 complex, primary screen, cell-based, HEK293, calcium dye fluorescence, uHTS. CRF-binding protein / CRF receptor 2 complex (human). calcium dye fluorescence (FLIPR); percent of saturating CRF peptide response. activation, % at 13.2 µM. actives 0.46% (n = 350,000);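 active = activation of at least 50%, plus an integration ratio under a set limit after plate pattern correction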;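 note: plate controls were neutral control wells without compound for no effect and CRF at EC100 for full effect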
IDE inh = human IDE inhibitors in live cells, primary screen, fluorescence polarization, HEK cells, FAbetaB substrate; Insulin-degrading enzyme (Homo sapiens), P14735; inhibition, % at 5.59 µM; actives 0.41% (n = 320,000); FAbetaB cleavage;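 active = percent inhibition above the average of all tested compounds plus 3 SD, set per screening campaign, cut at about 16% in these data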;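 note: IDE supplied by intact live HEK cells; FP after avidin binding of uncleaved biotin substrate so inhibition keeps polarization high; 0% = DMSO wells and 100% = 60 µM reference IDE inhibitor Ii1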
CRFBP-R2 block = antagonists of CRF-BP/CRF-R2 complex, primary screen, cell-based, HEK293, calcium dye fluorescence, uHTS. CRF-induced calcium fluorescence. inhibition, % at 11.8 µM. actives 0.59% (n = 350,000). AID 588475, 2011;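 active = inhibition of the ligand-induced calcium signal above about 50% at the single tested concentration, limit read from the data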
The depositor's hits bear a star; . = no result given.

| smiles | M4 PAM | GalR3 antagonist | MEKK3 PB1 HTS | PHOSPHO1 inh | IDE cell activ | pCIP destab | CRFR2-BP ag | IDE inh | CRFBP-R2 block |
| --- | --- | --- | --- | --- | --- | --- | --- | --- | --- |
| COc1ccc(OC)c(-c2csc(NC(=O)C3=NNC(=O)CC3)n2)c1 | -9 | 1 | 101 | 8 | 4 | 1 | -1.3 | 2 | 9 |
| N#Cc1c(C(F)(F)F)cc(-c2ccccc2)nc1SCc1nc(N)nc(N2CCOCC2)n1 | 1 | 0 | 102 | 24 | 2 | -41 | 69* | 10 | -82 |
| CSc1ccc(C2NC(=O)c3ccccc3N2)cc1 (centres undefined) | -5 | -2 | . | . | 3 | . | -1.9 | -3 | -11 |
| O=C(COc1ccc(F)cc1)NCC1CCCO1 (centres undefined) | -2 | -2 | 73 | -12 | 3 | -1 | -0.6 | -2 | -33 |
| COCc1[nH][nH]c(=O)c1C=Nc1ccc(OC(F)(F)F)cc1 | -2 | -4 | 112 | 36 | 6 | 4 | -1.1 | -2 | 10 |
| C[C@H]1CN=C(Nc2ccccc2)N1CCCC1CCCCC1 | -11 | -8 | 103 | -19 | 8 | -8 | 0.1 | 0 | -11 |
| O=C(CC1SC(N2CCCCC2)=NC1=O)Nc1ccc(C(=O)Nc2ccccc2)cc1 (centres undefined) | -4 | -3 | . | . | -2 | . | 2.6 | -1 | -16 |
| Cc1c(Cl)c([N+](=O)[O-])nn1CC(=O)NC(C)C1CC2CCC1C2 (centres undefined) | 6 | -5 | 97 | -12 | 5 | -17 | -0.8 | -1 | -5 |
| O=C(CSc1nc2ccccc2c(=O)n1-c1ccc(F)cc1)Nc1cc(S(=O)(=O)N2CCOCC2)ccc1Cl | -38 | 3 | 95 | -3 | -2 | -15 | -0.7 | 8 | 6 |
| Cc1ccc(-c2csc(=S)[nH]2)cc1 | -2 | -5 | 97 | -24 | -23 | 2 | -2.4 | 12 | 6 |
| CC(=O)Nc1ccc(S(=O)(=O)N2CCC(N3CCCCCC3)CC2)cc1 | -1 | -1 | 104 | 35 | 1 | -13 | -0.5 | 3 | 6 |
| COc1ccc(-c2ccc(OC)c([C@H]3[C@H]4C=CC[C@@H](C)[C@@H]4C(=O)N3Cc3ccccc3)c2)cc1C | 2 | 2 | 93 | 26 | 7 | -10 | 6.3 | -10 | 16 |
| CCOC(=O)C1=C(COC(=O)/C=C/c2cccc(OC)c2)NC(=O)NC1C (centres undefined) | -8 | 1 | 93 | 43 | 4 | 2 | -0.8 | -8 | -17 |
| O=C(COC(=O)c1cc(S(=O)(=O)N2CCOCC2)ccc1O)Nc1ccc2c(c1)OCO2 | 7 | -4 | . | . | 2 | . | 0.7 | -6 | 3 |
| COc1cc(C(CC(=O)Nc2ccc(Cl)cn2)N2Cc3ccccc3C2=O)cc(OC)c1OC (centres undefined) | 3 | -10 | 111 | 26 | 6 | -12 | -2.0 | 4 | 8 |
| COc1ccc(C(NC(C)=O)c2ccc3cccnc3c2O)c(OC)c1 (centres undefined) | 11 | . | 100 | 14 | 3 | -12 | 0.0 | 7 | -4 |
| COc1ccc(CNC(=O)CN2CCC(C(=O)c3ccc(OC)cc3)CC2)cc1 | -1 | -10 | 99 | 0 | 4 | -19 | 3.7 | 4 | -38 |
| CCN(CC)C(=O)C1=C(C)N(Cc2ccc(C(C)(C)C)cc2)C(=O)C(CC(=O)NCc2ccco2)C1 (centres undefined) | 0 | -5 | . | . | . | . | -0.1 | . | -8 |
| O=C(CCCSc1nc2sc3c(c2c(=O)[nH]1)CCC3)NCCCO | 1 | 1 | 73 | 2 | 3 | 3 | -0.2 | -6 | 11 |
| Cc1cc(NC(=O)c2ccccc2)n(C(C)(C)C)n1 | 0 | -4 | 102 | 16 | . | 0 | -1.5 | 10 | -5 |
| O=C(Cc1csc(NC(=O)c2ccc(F)cc2)n1)NO | 5 | -7 | 106 | 49 | 6 | 16 | 0.5 | 5 | 10 |
| O=C(CSc1ccccn1)N/N=C/c1cccc([N+](=O)[O-])c1 | 14 | 1 | 80 | -5 | 1 | -12 | -0.7 | -8 | -7 |
| Cc1ccc(CNC(=O)c2cccc3c2C(=O)c2ccc(N4CCC(C)CC4)cc2S3(=O)=O)cc1 | -7 | -4 | . | . | -11 | . | 56* | 11 | -38 |
| CCOC(=O)Cc1c(C)nc2cc(C)nn2c1C | 1 | 3 | 111 | 4 | 2 | -3 | -1.4 | 6 | -4 |
| O=C(COc1ccc2ccccc2c1)NC1=NCCS1 | -5 | -2 | 103 | -29 | 6 | -11 | 0.5 | 1 | 0 |
| CC(=O)c1nn(-c2cccc(Br)c2)cc1C(=O)c1ccccc1 | 11 | -3 | 91 | 12 | 14 | -18 | 1.8 | 7 | -14 |
| Cc1ccccc1NC(=O)c1ccc(S(=O)(=O)N2CCCC2)cc1 | 3 | 7 | 100 | 24 | 0 | -6 | -0.3 | 4 | 13 |
| COc1ccccc1NC(=O)O/N=C(\N)c1ccccc1 | 4 | -3 | 81 | 4 | -5 | -12 | -3.5 | -6 | 14 |
| COCc1cc(/C=N\NC(=O)Cc2ccc(OC)cc2)ccc1OC | -3 | 0 | 93 | 7 | -3 | 4 | -1.3 | 0 | 12 |
| COc1ccc(Oc2cc(F)nc(N)n2)cc1 | 2 | -6 | 98 | -12 | 6 | -5 | -0.6 | 0 | 5 |
| O=C(CCc1ccc(S(=O)(=O)N2CCOCC2)cc1)Nc1cc(Cl)ccc1N1CCOCC1 | -4 | -1 | 101 | 30 | 0 | -10 | 3.2 | -2 | -13 |
| Cc1c(/C=C2\NC(=O)NC2=O)c2ccccc2n1C | -1 | -8 | 105 | 24 | 0 | 3 | -0.5 | 2 | 11 |
| CCOc1ccc(C(=O)NCC(=O)OCC(=O)N2CCCCC2)cc1 | 0 | -6 | 98 | 12 | -1 | 2 | -0.8 | 2 | 4 |
| Cc1cc([N+](=O)[O-])nn1CC(=O)NCc1nc2ccccc2[nH]1 | -11 | 0 | 102 | -94 | 6 | 2 | 0.1 | -7 | -4 |
| COc1ccccc1/C=C/C=N/NC(=O)c1cc(-c2ccc(C)o2)[nH]n1 | -19 | -3 | 98 | 30 | -3 | 2 | 0.3 | -2 | -11 |
| Cc1cccc(OCc2nnc(SCC(=O)N3c4ccccc4Sc4ccc(Cl)cc43)o2)c1 | -4 | -4 | 93 | -13 | 4 | -5 | 2.1 | 4 | -23 |
| CCOC(=O)c1ccc(NC(C)=O)c([N+](=O)[O-])c1 | -6 | 0 | 90 | 42 | 0 | -11 | -0.1 | 5 | -9 |
| Cc1oc2cc3oc(=O)c(CC(=O)NCCCC(=O)O)c(C)c3cc2c1C | 0 | -4 | 99 | . | 3 | -53 | -0.8 | -2 | 5 |
| COC(=O)c1ccc(NC(=O)COc2ccc([N+](=O)[O-])cc2)cc1 | 1 | -1 | 98 | 14 | -3 | -14 | -0.6 | 4 | 6 |
| C[C@H](CO)N1C[C@H](C)[C@@H](CN(C)S(=O)(=O)c2ccc(C#N)cc2)OCc2cnnn2CCCC1=O | 0 | -3 | . | . | . | . | 2.5 | . | -29 |
| COc1cccc2cc(-c3ccccc3)oc12 | 4 | 2 | . | . | . | . | 2.9 | 7 | -12 |
| COc1cc2nc(Nc3ccc(F)cc3)nc(N)c2cc1OC | -7 | -5 | 105 | 28 | 0 | -7 | -1.9 | 2 | 6 |
| COc1cc(/C=C(\C#N)c2nc3ccccc3n2C)cc(OC)c1O | 7 | -6 | 101 | 8 | -175 | -188 | 52* | 166* | -61 |
| O=C(C[n+]1ccccc1)Nc1ccccc1Br | -10 | -9 | 76 | 53 | . | -7 | -0.4 | 9 | 3 |
| Cc1ccc(NC(=O)COC(=O)c2ccco2)cc1S(=O)(=O)N1CCCCC1 | -1 | -2 | . | . | . | . | 0.3 | . | -4 |
| O=C1c2ccc([N+](=O)[O-])cc2NC(c2ccco2)N1/N=C/c1ccco1 (centres undefined) | -2 | -4 | 105 | -12 | 11 | -8 | 0.6 | -2 | 0 |
| Cc1cc(NC(=O)c2cccc(S(=O)(=O)N3CCCCCC3)c2)n(-c2ccccn2)n1 | 15 | 8 | 113 | 20 | 10 | -20 | 2.6 | -4 | 1 |
| Cc1cccc(N2CCN(CC(=O)N(C3CCCC3)C3CCS(=O)(=O)C3)CC2)c1C (centres undefined) | -2 | -2 | . | . | -6 | . | 0.1 | 7 | -5 |
| CC(C)CCNC(=O)c1sc2ccc(S(=O)(=O)N3CCCCC3)cc2c1N | -8 | 1 | 102 | 4 | 5 | -18 | 1.3 | 2 | -14 |
| O=C1/C(=C/c2ccco2)SC(=S)N1CCC(=O)N1CCCCC1CCO (centres undefined) | -8 | -2 | 98 | 41 | 1 | -6 | -1.2 | 1 | 6 |

The closing 2 entries of the part above come first, to join the parts.
| smiles | M4 PAM | GalR3 antagonist | MEKK3 PB1 HTS | PHOSPHO1 inh | IDE cell activ | pCIP destab | CRFR2-BP ag | IDE inh | CRFBP-R2 block |
| --- | --- | --- | --- | --- | --- | --- | --- | --- | --- |
| CC(C)CCNC(=O)c1sc2ccc(S(=O)(=O)N3CCCCC3)cc2c1N | -8 | 1 | 102 | 4 | 5 | -18 | 1.3 | 2 | -14 |
| O=C1/C(=C/c2ccco2)SC(=S)N1CCC(=O)N1CCCCC1CCO (centres undefined) | -8 | -2 | 98 | 41 | 1 | -6 | -1.2 | 1 | 6 |
| O=C(CN1CCN(C(=O)CNC(=O)c2ccc(N3CCCC3=O)cc2)CC1)Nc1ccccc1Cl | 10 | -5 | . | . | -1 | . | 0.7 | 11 | 5 |
| COc1ccc(C(=O)NC(=S)Nc2ccc(S(=O)(=O)Nc3cc(OC)ncn3)cc2)cc1 | -3 | -10 | 103 | 20 | 3 | -7 | 1.2 | 5 | 15 |
| NC(=O)C1CCN(Cc2nc(-c3ccccc3)no2)CC1 | -2 | 0 | 103 | -4 | 2 | -1 | -0.5 | 5 | 17 |
| O=C1CC(c2ccc(Cl)cc2)c2c(O)cc(O)cc2O1 (centres undefined) | 1 | -7 | 100 | 20 | 0 | -3 | 3.5 | 2 | -16 |
| Oc1ccc(Cl)cc1C1=NNC(c2cc(Br)cc3c2OCOC3)C1 (centres undefined) | 0 | -2 | 102 | 32 | 1 | -17 | 13 | -6 | -46 |
| COC(=O)Cc1c(CSc2ccccc2)oc2ccc(O)c(CN(C)C)c12 | -5 | -13 | 107 | -12 | 5 | -4 | -0.1 | 4 | -9 |
| CC(C)Cn1c(SC(C)C(=O)Nc2ccc(N3CCOCC3)cc2)nc2ccccc21 (centres undefined) | -7 | -5 | 102 | 2 | 0 | 0 | -0.6 | -3 | -14 |
| COc1ccc(CN2C(=O)c3cccnc3C2=O)cc1S(=O)(=O)N1CC(C)CC(C)C1 (centres undefined) | 2 | -8 | 96 | 24 | 1 | 0 | -1.1 | 2 | -5 |
| CC#C[C@]1(O)CC[C@H]2[C@@H]3CCC4=CC(=O)CCC4=C3[C@@H](c3ccc(N(C)C)cc3)C[C@@]21C | -1 | -2 | 92 | 1 | -3 | 3 | -2.1 | 3 | -32 |
| CC(C)C(=O)N1CCC(c2nc(-c3ccc(S(=O)(=O)N4CCCC4)cc3)no2)CC1 | 3 | -3 | 88 | 42 | 5 | -8 | 1.4 | -1 | 4 |
